# Source: PubChem
# tim23-1 inh: growth inhibitors of tim23-1 mutant yeast, primary screen, luminescence, uHTS; S. cerevisiae tim23-1 growth, BacTiter-Glo luminescence, 24 h; inhibition, % at 20 µM; 330,000 tested, 1.3% active;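 active = growth inhibition of the mutant yeast at or above 50%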;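 also: temperature-sensitive mutant grown at 25 °C; plate controls were DMSO-treated mutant yeast for no effect and medium wells lacking yeast for full effect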
# Mdm2-MdmX inh: inhibitors of human Mdm2-MdmX association, primary screen, cell-based, luminescence, split luciferase, SaOS-2, uHTS. Protein Mdm4 (Homo sapiens) + E3 ubiquitin-protein ligase Mdm2 (Homo sapiens), …. SaOS-2 split-luciferase Mdm2/MdmX complementation. inhibition, % at 8 µM. 330,000 tested, 3% active. AID 485346, 2010;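 active = inhibition of at least 50% at 8 µM in the primary screen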
# NALP3 yeast inh: NALP3 inflammasome inhibitors in reconstituted yeast, primary screen, luminescence, uHTS. 330,000 tested, 0.39% active. AID 2825, 2010. inhibition, % at 10 µM. Yeast reconstituted NLRP3/ASC/caspase-1, beta-gal luminescence, 24 h;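 active = inhibition of 50% or more; inactive = inhibition below 50%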;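 also: plate controls were induced DMSO wells for no effect and uninduced yeast grown without galactose for full effect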
# NR3A LBD binder: binders of NR3A ligand-binding domain, primary screen, biophysical, differential scanning fluorimetry, uHTS; Glutamate receptor ionotropic, NMDA 3A (GRIN3A) ligand-binding domain; NR3A LBD differential scanning fluorimetry, Tm shift; 0% = protein alone, 100% = glycine-bound protein; Tm shift relative to glycine control, % at 25 µM; 340,000 tested, 2.5% active; AID 1259313, 2017;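 active = melting temperature shift of at least 10% of the positive control shift, at one fixed dose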
# CHOP UPR activ: activators of apoptotic CHOP UPR arm, primary screen, cell-based, CHO-CHOP luciferase reporter, luminescence, uHTS; activation, % at 10 µM; 330,000 tested, 0.34% active; UPR activation; percent of tunicamycin response over DMSO baseline;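 active = at 10 µM dose, activation of 40% or more, normalized to positive control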;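 also: 100% = tunicamycin at 10 µg/mL and 0% = DMSO alone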
#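 Test system: CHO CHOP reporter cells. Input: 500 CHO-CHOP cells per well. Medium: F12 with 10% FBS. Technique: luciferase luminescence. Measure: percent activation relative to tunicamycin control. Dosing: 10 µM compound, 0.5% DMSO. Timing: 16-18 h cell attachment, then 6 h compound exposure, 37 °C.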
# APJ agonist: agonists of human apelin receptor APJ, primary screen, CHO-K1 cells, PathHunter beta-arrestin, luminescence | P35414 | 0% DMSO wells, 100% apelin | activation, % at 20 µM | 330,000 tested, 0.11% active | AID 2520, 2010;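 active = activation more than six SD over the plate average, tested at 20 µM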;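 also: 0% = DMSO alone and 100% = apelin-13 at 10 nM; some results filed as inactive read as strong as hits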
# Target sequence (P35414 whole entry, looked up): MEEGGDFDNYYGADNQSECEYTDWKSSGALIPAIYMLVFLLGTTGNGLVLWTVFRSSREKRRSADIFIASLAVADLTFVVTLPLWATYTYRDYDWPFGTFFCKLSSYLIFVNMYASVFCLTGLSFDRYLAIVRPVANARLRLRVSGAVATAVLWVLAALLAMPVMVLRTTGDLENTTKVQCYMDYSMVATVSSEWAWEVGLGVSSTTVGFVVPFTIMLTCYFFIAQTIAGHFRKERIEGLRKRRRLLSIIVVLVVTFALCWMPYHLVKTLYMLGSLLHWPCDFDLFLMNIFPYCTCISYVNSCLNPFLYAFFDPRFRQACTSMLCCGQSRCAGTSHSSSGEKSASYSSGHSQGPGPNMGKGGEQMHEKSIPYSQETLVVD
#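 Material: CHO-K1 APJ beta-arrestin complementation cell line; Input: cell density 1000 per well; Incubation: compound stimulation 90 min at 25 °C, detection 60 min; Signal: luminescence from split beta-galactosidase complementation, Galacton Star/Emerald II substrate; Controls: DMSO-only wells as negative, 10 nM Apelin-13 as positive control.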
# tim10-1 inh: growth inhibitors of tim10-1 mutant yeast, primary screen, luminescence, uHTS; S. cerevisiae tim10-1 ts strain growth, BacTiter-Glo, 24 h; inhibition, % at 20 µM; 330,000 tested, 2.2% active; AID 463190, 2010;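 active = inhibition of at least 40%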;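 also: mutant grown at 25 °C; 0% = DMSO wells with yeast and 100% = wells holding no yeast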
# XBP1 UPR activ: activators of adaptive XBP1 UPR arm, primary screen, cell-based, CHO-XBP1 luciferase reporter, luminescence, uHTS; IRE1-XBP1 UPR activation; percent of tunicamycin response, DMSO as zero; activation, % at 20 µM; 330,000 tested, 0.33% active; AID 463104, 2010;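 active = versus positive control, 20 µM dose yields 30% or more activation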;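 also: 100% = tunicamycin at 10 µg/mL and 0% = DMSO only wells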
#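 incubation = overnight seeding at 37 °C, 6 h compound treatment at 37 °C | assay system = CHO-XBP1 cells stably carrying IRE1-XBP1-driven luciferase reporter | input = 1000 cells per well | detection = luciferase luminescence | dosing = single point, 20 µM final compound, 1% DMSO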
# TIM10 inh: growth inhibitors of isogenic TIM10 control yeast, primary screen, counter-screen for tim10-1 yeast inhibitor project, luminescence, uHTS. S. cerevisiae TIM10 strain growth, BacTiter-Glo luminescence, 24 h. inhibition, % at 10 µM. 330,000 tested, 1.4% active. AID 463195, 2010;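 active = inhibition of 40% or more at the single tested concentration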;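 also: wild-type TIM10 isogenic control strain grown at permissive 25 °C; 0% = DMSO yeast wells and 100% = minimal medium wells without yeast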
# * hit, by the source's call; . = no result given.
molecule	APJ agonist	tim23-1 inh	CHOP UPR activ	NR3A LBD binder	Mdm2-MdmX inh	XBP1 UPR activ	tim10-1 inh	NALP3 yeast inh	TIM10 inh
CCOC(=O)c1c(-c2ccccc2)csc1NC(=O)C1CCCO1 (centres undefined)	-8.7	21.8	0.3	1.6	25.1	3.8	18.8	-5.7	4.4
Cc1nn(Cc2ccccc2Cl)c2sc(C(=O)NCc3ccc4c(c3)OCO4)cc12	-1.5	15.3	-1.4	-4.1	22.1	2.8	8.4	10.9	5.2
Oc1ccc(/C=N/N2CCN(C3c4ccccc4-c4ccccc43)CC2)c(O)c1	-1.8	19.6	-1.5	11.0*	10.6	-3.4	26.5	18.8	20.5
COc1ccc(NS(=O)(=O)c2cc(NC(=O)CC(C)(C)C)ccc2N2CCCC2)cc1	-4.1	26.5	-0.2	-4.5	29.6	-3.5	15.7	24.0	19.6
O=C(Nc1cccc(S(=O)(=O)Nc2ccccc2F)c1)c1ccc2ccccc2n1	-0.9	36.4	0.1	7.4	15.2	0.0	37.6	-38.9	30.1
CCn1c(-c2ccc3[nH]c(C)c(C)c3c2)n[nH]c1=S	5.4	21.2	1.3	0.5	-11.8	-4.4	34.8	13.9	16.3
COc1ccc(C(=O)OCC(=O)Nc2ccc(OC(F)F)cc2)c(OC)c1	-2.4	5.4	-0.1	-2.0	13.1	-1.5	-27.5	31.0	-14.4
O=C(CCCN1C(=O)/C(=C/c2ccc(F)cc2)SC1=S)NC1CCS(=O)(=O)C1 (centres undefined)	5.5	16.4	4.6	0.5	21.9	-3.0	19.0	5.9	7.3
Cc1ccccc1C1CC(c2ccc(F)cc2)Nc2nc(N)nn21 (centres undefined)	-3.0	17.6	1.5	-0.2	8.9	3.4	11.7	2.9	2.2
COc1ccc(-c2cccc(C(=O)N3CCOCC3)c2)cc1	2.2	18.4	2.0	0.7	-1.9	-2.9	0.6	4.1	5.2

# (next part)
molecule	APJ agonist	tim23-1 inh	CHOP UPR activ	NR3A LBD binder	Mdm2-MdmX inh	XBP1 UPR activ	tim10-1 inh	NALP3 yeast inh	TIM10 inh
COc1cc(NC(=O)c2ccc(C(C)(C)C)cc2)c(OC)cc1NC(=O)CN1CCCCC1	-1.9	32.0	2.5	-0.1	32.6	3.3	4.6	23.2	-5.1
CN(C)c1ccc(/C=[N+](\[O-])C2SC(=S)N(C)C2(C)C)cc1 (centres undefined)	0.1	9.4	1.3	-1.4	-2.9	0.1	14.7	15.2	-19.2
CN(c1ncnc(N)c1[N+](=O)[O-])C1CCS(=O)(=O)C1 (centres undefined)	-3.7	15.3	-1.2	1.3	51.1*	5.0	3.2	0.8	17.5
O=C(NCCCN1CCN(CCCNC(=O)c2cc([N+](=O)[O-])ccc2Cl)CC1)c1cc([N+](=O)[O-])ccc1Cl	-1.3	6.9	2.0	-0.8	2.4	3.6	-4.0	-8.8	1.5
CC(C)(Oc1ccc(Br)cc1)C(=O)N1CCc2ccccc21	-6.7	8.3	-0.7	0.5	5.6	-0.8	14.2	44.7	-1.1
CC1=NOC2(C1)/C(=N/O)CCC/C2=N\O (centres undefined)	0.5	-9.0	1.4	-1.4	-8.7	-2.0	5.6	10.7	-13.2
NC(=O)C(=O)NN=C1C2CC3CC(C2)CC1C3	-5.8	11.2	1.7	-0.8	13.9	1.1	-10.5	4.1	6.7
CCOC(=O)c1c(C)[nH]c(C(=O)Cn2nnc(-c3ccccc3Cl)n2)c1C	0.1	-4.7	2.0	-2.1	-2.2	0.4	8.8	0.0	-13.3
Cc1cccc(OCc2n[nH]c(=S)n2Cc2ccccc2)c1	0.0	18.4	-2.8	2.1	15.2	-0.7	39.7	7.7	36.8
CCOC(=O)NC(=O)/C(C#N)=N\Nc1cccc(OC)c1	-3.4	1.1	1.0	-1.1	16.0	-2.5	-11.7	6.1	8.5

# (next part)
molecule	APJ agonist	tim23-1 inh	CHOP UPR activ	NR3A LBD binder	Mdm2-MdmX inh	XBP1 UPR activ	tim10-1 inh	NALP3 yeast inh	TIM10 inh
O=C(Nc1ccc(Br)cc1)c1ccccc1Br	-2.2	23.4	5.1	2.0	-33.5	1.9	18.2	9.5	1.3
COc1ccc(OCc2cc(C(=O)N(C)C(C)c3ccon3)no2)c(Cl)c1 (centres undefined)	-0.4	10.5	3.2	0.8	-39.7	-3.8	4.5	15.2	-2.2
Cc1cccc(C(=O)Nc2cc(NC(=O)c3cccs3)ccc2C)c1	6.3	40.0	2.9	-2.4	-1.4	-1.5	-75.1	16.2	-45.7
CN(C(=O)c1ccc(F)c(S(=O)(=O)N2CCOCC2)c1)C1CCCCC1	-2.4	17.8	0.2	1.2	18.4	-1.8	16.8	11.8	6.3
COc1cc(-c2cc[n+](C)cc2)ccc1O	0.0	6.0	0.3	-0.8	2.3	3.1	-15.2	18.7	5.2
Cc1[nH]c2ccccc2c1/C=N/NC(=O)CCC(=O)Nc1ccccc1	-2.9	6.4	-1.6	-5.8	8.0	-4.0	-3.5	10.0	9.4
CC(C)(CNC(=O)c1cccc(S(=O)(=O)Nc2ccc(Br)cc2)c1)N1CCOCC1	-5.0	1.1	0.4	-0.9	44.5	-4.9	6.1	19.4	-0.2
Cc1ccc2nc(N(CCCN(C)C)C(=O)c3ccc(Br)s3)sc2c1	-2.0	14.7	3.4	2.2	22.6	0.0	21.7	22.0	18.5
COc1ccc(NC(C)=O)cc1S(=O)(=O)Nc1cccc(S(=O)(=O)NC2=NCCC2)c1	-3.6	13.4	0.2	5.0	8.6	1.5	5.3	3.9	2.8
CC(C)c1cc(-c2n[nH]c(=S)n2Cc2ccccc2)cs1	-2.5	35.0	-1.8	2.1	-22.0	-0.8	46.6*	33.4	28.6

# 2 entries drawn at random from those above, as already listed:
molecule	APJ agonist	tim23-1 inh	CHOP UPR activ	NR3A LBD binder	Mdm2-MdmX inh	XBP1 UPR activ	tim10-1 inh	NALP3 yeast inh	TIM10 inh
Oc1ccc(/C=N/N2CCN(C3c4ccccc4-c4ccccc43)CC2)c(O)c1	-1.8	19.6	-1.5	11.0*	10.6	-3.4	26.5	18.8	20.5
Cc1ccccc1C1CC(c2ccc(F)cc2)Nc2nc(N)nn21 (centres undefined)	-3.0	17.6	1.5	-0.2	8.9	3.4	11.7	2.9	2.2

# Next structures.
molecule	APJ agonist	tim23-1 inh	CHOP UPR activ	NR3A LBD binder	Mdm2-MdmX inh	XBP1 UPR activ	tim10-1 inh	NALP3 yeast inh	TIM10 inh
Oc1ccc2ccccc2c1CN1CCOCC1	3.6	-5.8	11.2	3.7	-1.2	-0.5	9.9	2.7	14.6
O=C1C2C3C=CC(C3)C2C(=O)N1c1ccccc1OS(=O)(=O)c1ccccc1 (centres undefined)	-2.0	11.7	-1.1	0.4	-10.0	-3.4	2.3	-7.1	-4.4
CCc1ccc(CCC(=O)Nc2ccccc2C(=O)O)o1	-3.6	6.8	3.2	1.7	-2.4	-1.1	8.8	10.9	8.8
COc1ccccc1C1CC(=O)Oc2c(C(C)C)ccc(C)c21 (centres undefined)	.	47.5	1.1	0.3	-4.8	-0.2	26.3	.	5.3
COc1ccc(Cl)cc1N1C(=NC(=O)C2CCCCC2)SC2CS(=O)(=O)CC21 (centres undefined)	1.1	2.3	1.5	-5.6	8.0	-4.1	7.0	3.9	6.2
C[C@H](CO)N1C[C@H](C)[C@@H](CN(C)C(=O)Nc2ccc3c(c2)OCO3)Oc2c(NC(=O)Cc3ccccc3)cccc2C1=O	-0.8	11.3	1.0	-0.1	1.0	-2.5	8.5	8.9	6.5
O=C(O)c1cc(-c2ccc(Cl)cc2)n(-c2cccc(Cl)c2)n1	-1.7	11.9	3.9	.	5.1	0.1	15.1	0.4	-2.0
COc1ccc(CCn2c(C(C)C)nc3oc4ccccc4c(=O)c3c2=O)cc1	4.5	50.7*	-0.2	-0.4	3.7	3.3	3.8	15.5	1.5
CCOC(=O)CSc1nnc(-c2c[nH]c3ccccc23)o1	-1.2	11.4	1.6	-0.5	-0.3	-1.6	13.2	33.2	8.9
O=C(NC1CCCCCC1)c1ccc(N2CCCC2=O)cc1	-5.4	2.6	3.5	-2.0	-38.9	-0.7	9.6	14.0	-10.2

# Continued:
molecule	APJ agonist	tim23-1 inh	CHOP UPR activ	NR3A LBD binder	Mdm2-MdmX inh	XBP1 UPR activ	tim10-1 inh	NALP3 yeast inh	TIM10 inh
CN(CC(=O)N1CCOCC1)C(=O)CSc1nc2ccccc2s1	-2.8	7.5	-0.3	1.7	22.8	-0.2	8.1	12.5	1.5
O=C(C1CCN(S(=O)(=O)N2CCC3(CC2)OCCO3)CC1)N1CCOCC1	-0.5	1.3	-3.9	-11.4	-12.0	-3.1	-7.6	-7.4	-4.2
CCCOc1cccc(C(=O)Nc2cc(NC(=O)c3ccco3)ccc2OC)c1	-2.7	11.3	0.5	-2.6	12.0	-2.6	3.8	5.6	19.2
O=C(Nc1ccccc1)C1=C[C@@H](C2CC2)C[C@@H](OCc2ccc(CO)cc2)O1	-5.3	31.4	3.4	2.3	20.7	2.1	14.2	21.5	14.2
COc1ccc(C)cc1NC(=O)C1CCN(S(=O)(=O)c2cccc3nonc23)CC1	-4.9	-0.3	1.2	-1.6	36.9	-2.1	5.0	29.3	7.3
O=C(CCN1C(=O)c2ccccc2C1=O)N1CCOCC1	-0.1	23.1	-0.9	4.2	26.8	1.7	-0.5	2.6	10.0
COC(=O)C(CC(=O)c1ccc(Cl)cc1)c1ccc(C(C)C)cc1 (centres undefined)	-3.6	4.4	1.6	9.4	-6.2	1.1	-8.8	9.7	-12.8
O=C(Nc1ccc(F)cc1)Nc1ccccc1N1CCCCC1	-4.0	-1.5	2.0	2.6	20.9	2.1	6.0	7.3	12.9
O=C(CC(c1ccccc1)c1ccco1)N1CCCCC1 (centres undefined)	-0.3	16.7	-0.8	.	16.6	-1.1	11.9	29.3	-20.7
CNC(=S)Nc1cccc([N+](=O)[O-])c1	-2.5	8.9	1.9	0.9	8.9	0.2	-1.2	11.5	6.2

# (list continues)
molecule	APJ agonist	tim23-1 inh	CHOP UPR activ	NR3A LBD binder	Mdm2-MdmX inh	XBP1 UPR activ	tim10-1 inh	NALP3 yeast inh	TIM10 inh
COc1ccc(C(=O)NCCCNC(=O)c2ccccn2)cc1	1.9	3.2	2.1	-2.1	-6.6	-1.2	-0.5	23.2	8.0
COc1ccc(N(Cc2ccccc2)S(=O)(=O)c2cccc(C(=O)NCC3CCCO3)c2)cc1 (centres undefined)	-2.9	22.4	0.1	1.7	11.7	-3.6	25.4	-1.2	17.5
COc1cccc(/C=C/C(=O)NNC(=O)c2cc(C)oc2C)c1	1.6	0.7	0.2	0.3	2.5	-0.5	-3.6	11.9	17.3
Cc1c(NC(=S)N/C(=N/S(=O)(=O)c2ccccc2)c2ccccc2)c(=O)n(-c2ccccc2)n1C	-1.2	5.3	0.7	0.3	-0.9	0.1	1.5	1.4	-11.0
